# MLLE-PAM2 inh: blocks PAM2 peptide binding to the PABP1 MLLE domain | P11940 | GST-MLLE / FITC-PAM2 fluorescence polarization | inhibition, % at 20 µM | 360,000 compounds, 0.36% hits | AID 588489; in the data active = inhibition above about 35%, passing the limit was not always enough;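 note: plate controls were DMSO wells with GST-MLLE for no effect and wells lacking GST-MLLE protein for full effect; some results filed as inactive read as strong as hits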
# NRP1-CendR mod: alters CendR peptide binding to human NRP-1; AID 602438; O14786; FAM-RPARPAR peptide binding to NRP-1, fluorescence polarization; inhibition, % at 25 µM; 360,000 compounds, 0.85% hits;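 active = inhibition or corrected inhibition above about 18%, plus a signal ratio from 0.5 to 1.5, limit read from the data, passing the limit was not always enough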; note: strong numbers were not always called active
# Tb MetRS inh: blocks T. brucei methionyl-tRNA synthetase activity | purified T. brucei MetRS, ATP depletion, Kinase-Glo luminescence | inhibition, % at 11.9 µM | 360,000 compounds, 0.4% hits;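 active = inhibition above a per-plate cutoff of the control wells' mean inhibition plus 3 SD, cut at about 5.5% in these data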;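 note: 0% = DMSO wells median and 100% = median of wells with control inhibitor compound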
#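 Material: parasite MetRS enzyme / Replication: singlicate, one well per compound / Signal: luminescence of leftover ATP / Schedule: 2 h aminoacylation at 25 °C after 15 min preincubation / Medium: HEPES-MgCl2-KCl buffer plus DTT, spermine, BSA, pyrophosphatase / Doses: 11.9 µM single point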
# MsrA inh: inhibitors of bovine MsrA; purified bovine MsrA, absorbance read-out; inhibition, % at 15.5 µM; 360,000 compounds, 0.75% hits; in the data active = inhibition above about 4.5%;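 note: 0% = vehicle wells with enzyme and 100% = reference inhibitor wells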
# SKN-1 block: blocks SKN-1 activity in C. elegans; inhibition, % at 21.8 µM; AID 624304; C. elegans VP596 Pgst-4::GFP/RFP ratio, acrylamide-induced, 24 h; 360,000 compounds, 0.49% hits;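 active = interference check ratio from 0.5 to 1.5 plus GFP to RFP signal ratio inhibition reaching or exceeding a fixed threshold, cut at about 30% in these data, passing the limit was not always enough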; note: some compounds called inactive have numbers as strong as hits
# FAS-TE inh: blocks the thioesterase domain of human fatty acid synthase | P49327 | 360,000 compounds, 0.67% hits | recombinant FAS-TE, OMFH fluorogenic substrate, fluorescence endpoint | AID 602261 | inhibition, % at 15 µM;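 active = compounds whose normalised, plate-corrected inhibition of enzyme fluorescence in the single-dose primary screen is 50% or more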;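 note: 0% = DMSO with enzyme and 100% = substrate without enzyme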
# Target sequence (P49327 whole entry, looked up, the tested form may be a part): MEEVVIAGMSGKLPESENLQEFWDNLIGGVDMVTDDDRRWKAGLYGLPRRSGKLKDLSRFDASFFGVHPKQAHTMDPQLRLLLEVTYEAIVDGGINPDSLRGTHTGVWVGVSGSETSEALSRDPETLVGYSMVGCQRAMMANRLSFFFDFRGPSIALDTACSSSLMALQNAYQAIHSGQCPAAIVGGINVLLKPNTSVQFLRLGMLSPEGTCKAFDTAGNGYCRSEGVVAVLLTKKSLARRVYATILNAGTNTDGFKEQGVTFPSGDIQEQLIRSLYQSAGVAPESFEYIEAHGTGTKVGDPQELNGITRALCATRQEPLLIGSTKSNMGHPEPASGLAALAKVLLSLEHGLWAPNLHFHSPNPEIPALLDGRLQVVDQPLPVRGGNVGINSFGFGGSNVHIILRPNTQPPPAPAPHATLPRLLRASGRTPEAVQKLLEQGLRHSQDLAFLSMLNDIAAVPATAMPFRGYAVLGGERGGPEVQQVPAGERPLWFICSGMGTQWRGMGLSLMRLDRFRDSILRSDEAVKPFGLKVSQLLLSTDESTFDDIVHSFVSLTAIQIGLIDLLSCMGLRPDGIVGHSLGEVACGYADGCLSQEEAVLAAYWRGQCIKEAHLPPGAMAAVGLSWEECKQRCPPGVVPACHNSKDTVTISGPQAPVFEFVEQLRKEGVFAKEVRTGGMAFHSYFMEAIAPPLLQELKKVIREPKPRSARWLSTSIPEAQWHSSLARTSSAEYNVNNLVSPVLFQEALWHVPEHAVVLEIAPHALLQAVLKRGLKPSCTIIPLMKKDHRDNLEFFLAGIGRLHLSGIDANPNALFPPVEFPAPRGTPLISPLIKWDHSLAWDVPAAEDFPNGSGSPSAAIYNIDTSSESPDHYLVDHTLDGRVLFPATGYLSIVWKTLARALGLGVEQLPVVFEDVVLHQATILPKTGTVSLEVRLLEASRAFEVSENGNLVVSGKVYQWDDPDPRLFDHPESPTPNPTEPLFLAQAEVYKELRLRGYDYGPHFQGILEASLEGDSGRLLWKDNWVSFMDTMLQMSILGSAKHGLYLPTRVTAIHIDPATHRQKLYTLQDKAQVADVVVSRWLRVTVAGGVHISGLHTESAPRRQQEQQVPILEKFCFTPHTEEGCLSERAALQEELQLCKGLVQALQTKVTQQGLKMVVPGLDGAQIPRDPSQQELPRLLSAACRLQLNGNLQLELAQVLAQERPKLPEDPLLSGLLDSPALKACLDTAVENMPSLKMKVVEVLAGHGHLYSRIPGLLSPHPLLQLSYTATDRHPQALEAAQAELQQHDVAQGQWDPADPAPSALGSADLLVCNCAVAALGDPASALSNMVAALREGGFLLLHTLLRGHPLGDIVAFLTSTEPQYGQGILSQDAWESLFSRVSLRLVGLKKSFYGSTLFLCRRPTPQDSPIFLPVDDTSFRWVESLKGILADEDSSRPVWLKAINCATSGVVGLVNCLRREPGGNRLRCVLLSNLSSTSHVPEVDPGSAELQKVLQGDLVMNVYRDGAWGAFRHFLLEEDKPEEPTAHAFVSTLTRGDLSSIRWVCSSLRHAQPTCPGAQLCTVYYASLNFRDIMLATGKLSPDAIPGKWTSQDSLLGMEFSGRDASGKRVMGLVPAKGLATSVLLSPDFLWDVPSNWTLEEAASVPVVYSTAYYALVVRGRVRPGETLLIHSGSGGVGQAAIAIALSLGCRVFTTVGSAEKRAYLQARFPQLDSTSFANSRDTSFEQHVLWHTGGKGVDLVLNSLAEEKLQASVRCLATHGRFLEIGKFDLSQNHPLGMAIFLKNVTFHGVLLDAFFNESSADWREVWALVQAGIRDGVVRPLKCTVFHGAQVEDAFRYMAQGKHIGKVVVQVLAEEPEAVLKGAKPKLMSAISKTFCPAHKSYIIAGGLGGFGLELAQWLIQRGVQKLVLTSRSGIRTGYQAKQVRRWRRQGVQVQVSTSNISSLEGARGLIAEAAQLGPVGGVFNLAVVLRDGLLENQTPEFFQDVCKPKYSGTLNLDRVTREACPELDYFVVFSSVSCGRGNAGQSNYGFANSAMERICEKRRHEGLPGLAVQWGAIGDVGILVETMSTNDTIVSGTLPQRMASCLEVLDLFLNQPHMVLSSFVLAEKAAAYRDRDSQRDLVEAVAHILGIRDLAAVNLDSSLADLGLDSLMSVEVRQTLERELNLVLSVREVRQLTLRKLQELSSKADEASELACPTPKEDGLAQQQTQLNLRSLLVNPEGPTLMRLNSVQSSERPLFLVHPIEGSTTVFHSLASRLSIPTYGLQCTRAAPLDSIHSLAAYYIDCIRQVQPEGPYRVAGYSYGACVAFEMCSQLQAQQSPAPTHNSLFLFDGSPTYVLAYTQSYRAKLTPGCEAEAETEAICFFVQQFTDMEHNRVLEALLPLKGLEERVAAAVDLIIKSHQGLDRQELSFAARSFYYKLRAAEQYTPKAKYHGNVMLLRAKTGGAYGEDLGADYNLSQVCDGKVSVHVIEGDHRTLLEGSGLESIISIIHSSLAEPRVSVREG
# MsrA act: activates bovine MsrA enzyme; purified bovine MsrA, absorbance read-out; activation, % at 10.6 µM; 360,000 compounds, 0.3% hits; in the data active = activation above about 7.5%;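 note: 0% = vehicle and 100% = reference activator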
# MT1-MMP act inh: inhibitors of human MT1-MMP activation; HT1080 RFP-PRO-GFP cells, GFP/RFP ratio fluorescence, overnight; percent of plate control window, DMSO zero; AID 651647; P50281; 360,000 compounds, 0.061% hits; GFP/RFP ratio change, % at 20 µM;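 active = GFP/RFP ratio change of at least 30% with cell ATP level not reduced by more than half and red fluorescence within 50% of control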; note: strong numbers were not always called active
#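 Assay system: HT1080 RFP-PRO-GFP cells. Benchmarks: DMSO vehicle wells and RFP-L50D-GFP reporter cell wells. Times: overnight cell settling, then overnight compound exposure, 37 °C, 5% CO2. Compound: 20 µM single dose, 1% DMSO. Read-out basis: GFP/RFP fluorescence ratio.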
# E coli Lon inh: inhibitors of E. coli Lon protease; P0A9M0; purified E. coli Lon protease, fluorescence polarization; inhibition, % at 7.94 µM; 360,000 compounds, 0.42% hits; AID 602123; in the data active = inhibition above about 13%, passing the limit was not always enough;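 note: 0% = enzyme with probe and DMSO and 100% = no enzyme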
# Active calls of the source: *; · = no result given; & = joins results of further samples.
# Labels used below – A = MLLE-PAM2 inh; B = NRP1-CendR mod; C = Tb MetRS inh; D = MsrA inh; E = SKN-1 block; F = FAS-TE inh; G = MsrA act; H = MT1-MMP act inh; I = E coli Lon inh
O=C(NCCCCc1ccccc1)c1cccc(NC(=O)C2CCC2)c1
  A: 0 | B: 0 | C: 0.3 | D: -1.2 | E: -6 | F: 8 | G: -11 | H: 1 | I: -7

CCCCNC(=O)C1(C)CCCCN1C(=O)c1cc(C)n(C(C)(C)C)n1 (centres undefined)
  A: -4 | B: 1 | C: 0.2 | D: 0.7 | E: -1 | F: -9 | G: 0 | H: -1 | I: -12

COC(=O)COc1ccc(S(=O)(=O)N2CCN(c3ccccc3F)CC2)cc1C
  A: 7 | B: -6 | C: -0.7 | D: -0.4 | E: 0 | F: 22 | G: -8 | H: 0 | I: -4

COc1cc2c(cc1OC)C(c1ccc(O)cc1)NCC2 (centres undefined)
  A: 2 | B: -6 | C: 0.3 | D: 1.2 | E: 28 | F: -4 | G: 0 | H: -1 | I: 3

CCN(CC)C1CCN(C(=O)c2cc(COc3ccccc3SC)on2)C1 (centres undefined)
  A: 2 | B: 1 | C: -0.2 | D: 0.5 | E: 13 | F: -4 | G: -2 | H: 1 | I: 8

CC(C)(C)C(=O)Oc1cc(N)n(S(=O)(=O)c2ccc(F)cc2)n1
  A: -8 | B: 2 | C: -0.7 | D: -0.3 | E: -22 | F: -1 | G: -12 | H: 4 | I: 3

CCOc1ccc2nc(SCC(=O)NCC3CCCO3)c(C#N)cc2c1 (centres undefined)
  A: -5 | B: 21 | C: 0.6 | D: -1.4 | E: 5 | F: 0 | G: -3 | H: -3 | I: 7

COc1cc2c3c(c1OC)C1(C=CC(=O)C=C1)CC3N(C(C)=O)CC2 (centres undefined)
  A: 6 | B: -10 | C: -0.9 | D: 1.4 | E: 10 | F: -11 | G: -5 | H: 5 | I: 2

COc1ccccc1CNC(=O)Cn1cnnn1
  A: -10 | B: 2 | C: -0.7 | D: 0.1 | E: 13 | F: -8 | G: 1 | H: -3 | I: 2

CC1c2nc3ccccc3n2C(CC(=O)NCCCN2CCOCC2)C(=O)N1Cc1ccccc1 (centres undefined)
  A: -3 | B: -3 | C: 0.2 | D: 0.1 | E: 2 | F: -2 | G: -3 | H: 1 | I: -21

CNc1nc(C)c(C(C)(C)C)s1
  A: 2 | B: -11 | C: 0.5 | D: 0.4 | E: -16 | F: -4 | G: 0 | H: -1 | I: 3

CCC(c1nnnn1C(C)(C)CC)N(CCCO)Cc1cc2cccc(C)c2[nH]c1=O (centres undefined)
  A: 1 | B: -4 | C: -1.3 | D: -0.1 | E: 3 | F: 1 | G: 1 | H: -2 | I: 3

CCc1cccc2c(=O)c(C(=O)N3CCCCCC3)c[nH]c12
  A: -4 | B: -7 | C: -0.5 | D: 2.1 | E: 4 | F: 0 | G: 0 | H: 3 | I: 1

CC(CCc1ccco1)NC(=O)CCc1nnc2ccc(NCc3ccccc3)nn12 (centres undefined)
  A: 1 | B: -9 | C: 0.0 | D: 0.2 | E: 4 | F: 2 | G: -2 | H: -7 | I: 7

Cc1ccc(OCC(O)CN2CCN(Cc3ccc4c(c3)OCO4)CC2)c(C)c1 (centres undefined)
  A: -3&1 | B: 3&6 | C: -0.2&-1.2 | D: 0.4&0.8 | E: -17&-2 | F: -4&-8 | G: -3&-5 | H: 1&7 | I: 0&-6

CC(Cl)C(=O)c1c[nH]c2ccccc12 (centres undefined)
  A: 4 | B: 3 | C: -0.2 | D: -0.1 | E: -2 | F: -4 | G: -5 | H: 3 | I: -9

C=CCN1C(=O)C(Cc2cccc(Cl)c2)SC1=Nc1ccc(C(=O)O)cc1 (centres undefined)
  A: 4 | B: 1 | C: -0.1 | D: 1.1 | E: -6 | F: 0 | G: 0 | H: -1 | I: -2

COc1ccc(-c2oc3ncnc(N)c3c2-c2ccccc2)cc1
  A: -11 | B: -2 | C: -0.7 | D: 0.3 | E: 2 | F: -5 | G: 0 | H: -4 | I: -2

O=C(CNC(=O)OCc1ccccc1)Oc1cc2oc(=O)cc(-c3ccccc3)c2cc1Cl
  A: 0 | B: -2 | C: -1.7 | D: · | E: 6 | F: 1 | G: -17 | H: -19 | I: -3

CC(=O)Nc1ccc(S(=O)(=O)Nc2nc3ccccc3nc2Nc2ccccc2)cc1
  A: -1 | B: 5 | C: -0.1 | D: -0.5 | E: 1 | F: -1 | G: -6 | H: 3 | I: -11

CCN(C(=O)CN1CCN(c2ccccc2)CC1)c1c(N)n(Cc2ccccc2)c(=O)[nH]c1=O
  A: -3 | B: 2 | C: -0.3 | D: -1.3 | E: 12 | F: -6 | G: -4 | H: -2 | I: -1

COc1ccc(NC(=O)/C=C/C(=O)O)cc1Cl
  A: 6 | B: 4 | C: 0.1 | D: 1.1 | E: -7 | F: -7 | G: -5 | H: 3 | I: -2

COc1cc(NC(=O)c2csc3c2CCCC3)ncn1
  A: -8 | B: 1 | C: -0.8 | D: 0.3 | E: 20 | F: -4 | G: -2 | H: 0 | I: -9

O=C(NNS(=O)(=O)c1ccc(F)cc1F)c1csc(-c2cccnc2)n1
  A: 6 | B: 11 | C: -0.1 | D: 1.2 | E: 3 | F: -4 | G: -3 | H: -3 | I: -3

Cn1nnnc1SCc1nc2ccccc2[nH]1
  A: -4 | B: 4 | C: -1.1 | D: -1.1 | E: -4 | F: -11 | G: -8 | H: -3 | I: 2

# 7 compounds already listed, arranged by the number in MsrA inh, low to high.
canonical_smiles,MLLE-PAM2 inh,NRP1-CendR mod,Tb MetRS inh,MsrA inh,SKN-1 block,MsrA act,MT1-MMP act inh,E coli Lon inh
Cn1nnnc1SCc1nc2ccccc2[nH]1,-4,4,-1.1,-1.1,-4,-8,-3,2
CC(=O)Nc1ccc(S(=O)(=O)Nc2nc3ccccc3nc2Nc2ccccc2)cc1,-1,5,-0.1,-0.5,1,-6,3,-11
CC(Cl)C(=O)c1c[nH]c2ccccc12 (centres undefined),4,3,-0.2,-0.1,-2,-5,3,-9
CC(CCc1ccco1)NC(=O)CCc1nnc2ccc(NCc3ccccc3)nn12 (centres undefined),1,-9,0.0,0.2,4,-2,-7,7
COc1ccc(-c2oc3ncnc(N)c3c2-c2ccccc2)cc1,-11,-2,-0.7,0.3,2,0,-4,-2
CNc1nc(C)c(C(C)(C)C)s1,2,-11,0.5,0.4,-16,0,-1,3
CCN(CC)C1CCN(C(=O)c2cc(COc3ccccc3SC)on2)C1 (centres undefined),2,1,-0.2,0.5,13,-2,1,8

# As a short view, two of the compounds above.
# Labels used below – A = MLLE-PAM2 inh; B = NRP1-CendR mod; C = Tb MetRS inh; D = MsrA inh; E = SKN-1 block; F = FAS-TE inh; G = MsrA act; H = MT1-MMP act inh; I = E coli Lon inh
O=C(NCCCCc1ccccc1)c1cccc(NC(=O)C2CCC2)c1
  A: 0 | B: 0 | C: 0.3 | D: -1.2 | E: -6 | F: 8 | G: -11 | H: 1 | I: -7

CCCCNC(=O)C1(C)CCCCN1C(=O)c1cc(C)n(C(C)(C)C)n1 (centres undefined)
  A: -4 | B: 1 | C: 0.2 | D: 0.7 | E: -1 | F: -9 | G: 0 | H: -1 | I: -12

# An excerpt of these results, with values under each structure.
# Each structure is followed by: MLLE-PAM2 inh, NRP1-CendR mod, Tb MetRS inh, MsrA inh, SKN-1 block, FAS-TE inh, MsrA act, MT1-MMP act inh, E coli Lon inh
> COc1ccc(NC(=O)/C=C/C(=O)O)cc1Cl
    6, 4, 0.1, 1.1, -7, -7, -5, 3, -2
> COc1cc(NC(=O)c2csc3c2CCCC3)ncn1
    -8, 1, -0.8, 0.3, 20, -4, -2, 0, -9
